High-throughput results: PubChem, National Center for Advancing Translational Sciences (NCATS)
AMA1-RON2 inh – qHTS for Inhibitors of AMA1-RON; Towards Development of Antimalarial Drug Lead: Primary Screen | AlphaScreen AMA1-biotinylated RON2 peptide binding | Potency, µM (titrated, usually from 58.2 µM), inactives show at the top dose activity change, negative = inhibition, hits mostly inhibitors | hit rate 0.2% among 360,000;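 further: potency means the concentration at half of the fitted maximal effect; 0% = vehicle wells and -100% = peptide control; nearly all actives have a fitted effect of over 45% in size; some results filed as inactive show a strong effect at the top dose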
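AMA1 (3D7) with his tag at 25 nM final met compounds first, then biotinylated RON2 peptide at 25 nM; detection used donor plus acceptor beads, 10 µg/mL apiece, read by AlphaScreen after 30 min at room temperature.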
Sm TGR block – qHTS Assay for the Inhibitors of Schistosoma Mansoni Peroxiredoxins; Schistosoma mansoni thioredoxin glutathione reductase (TGR), Q962Y6; purified TGR, DTNB reduction, TNB absorbance 405 nm; Potency, µM (highest dose often 114 µM), without a hit: at the highest dose activity change, negative = inhibition, most hits filed as inhibitors; hit rate 3% among 360,000; AID 485364, 2010; further: potency means the concentration at half of the fitted maximal effect; nearly all actives have a fitted effect of over 60% in size
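Kinetic colorimetric format: TGR-catalysed, NADPH-driven DTNB reduction monitored via TNB absorbance. Enzyme dispensed at 20 nM; compound exposure 15 min at room temperature before reaction start.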
Tb PYK inh – qHTS of Trypanosoma Brucei Inhibitors; TbPYK enzyme, Kinase-Glo Plus ATP luminescence, 45 min; hit rate 0.12% among 410,000; pyruvate kinase (Trypanosoma brucei), Q57TT1; AID 624173, 2012; Potency, µM (top dose mostly 76.8 µM), for inactives: at the top dose activity, negative = inhibition, most hits filed as inhibitors; further: potency means the concentration at half of the fitted maximal effect; nearly all actives have a fitted effect of over 50% in size
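TbPYK + substrate in 50 mM TEA pH 7.2, 100 mM KCl, 10 mM MgCl2, 0.05% BSA, 0.01% Tween-20; cpd pinned; ADP 130 uM final; 45 min RT; Kinase-Glo Plus 10 min; luminescence endpoint.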
LmPK inh – qHTS Assay for Inhibitors of Leishmania Mexicana Pyruvate Kinase (LmPK); purified LmPK, Kinase-Glo ATP luminescence, 1 h; Potency, µM (titrated, usually from 57.5 µM), for inactives: top-dose activity change, negative = inhibition, hits mostly inhibitors; hit rate 0.37% among 290,000; AID 1721, 2009; further: potency means the concentration at half of the fitted maximal effect
Target sequence (Q27686 whole entry, looked up): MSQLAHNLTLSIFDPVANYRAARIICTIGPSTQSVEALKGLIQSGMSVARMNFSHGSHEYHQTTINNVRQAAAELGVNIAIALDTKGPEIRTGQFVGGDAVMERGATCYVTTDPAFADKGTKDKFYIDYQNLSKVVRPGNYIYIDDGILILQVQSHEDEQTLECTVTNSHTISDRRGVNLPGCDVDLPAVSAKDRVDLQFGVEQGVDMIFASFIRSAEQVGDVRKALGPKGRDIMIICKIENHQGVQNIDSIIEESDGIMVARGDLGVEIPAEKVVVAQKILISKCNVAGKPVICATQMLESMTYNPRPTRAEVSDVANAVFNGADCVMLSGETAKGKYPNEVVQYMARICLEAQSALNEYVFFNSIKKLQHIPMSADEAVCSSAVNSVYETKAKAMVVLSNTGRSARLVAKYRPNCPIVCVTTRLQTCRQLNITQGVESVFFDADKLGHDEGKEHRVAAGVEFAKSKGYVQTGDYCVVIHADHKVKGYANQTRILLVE
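0.1 nM LmPK, 0.5 mM PEP, 0.1 mM ADP; 50 mM imidazole pH 7.2, 7 mM MgCl2, 50 mM KCl; 1 h RT. Kinase-Glo luminescence readout, normalized to no-enzyme (full inhibition) and uninhibited wells.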
AmpC no deterg – qHTS Inhibitors of AmpC Beta-Lactamase (assay without detergent); P00811; AmpC nitrocefin hydrolysis, absorbance 480 nm, 0.0001% Triton; Potency, µM (doses to about 57.1 µM), inactives show top-dose activity change, negative = inhibition, hits mostly inhibitors; hit rate 0.52% among 330,000; AID 485341, 2010;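 further: potency means the concentration at half of the fitted maximal effect; plate controls were no compound for no effect and no enzyme for full effect; nearly all actives have a fitted effect of over 20% in size; some results filed as inactive show a strong effect at the top dose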
Target sequence (P00811 whole entry, looked up): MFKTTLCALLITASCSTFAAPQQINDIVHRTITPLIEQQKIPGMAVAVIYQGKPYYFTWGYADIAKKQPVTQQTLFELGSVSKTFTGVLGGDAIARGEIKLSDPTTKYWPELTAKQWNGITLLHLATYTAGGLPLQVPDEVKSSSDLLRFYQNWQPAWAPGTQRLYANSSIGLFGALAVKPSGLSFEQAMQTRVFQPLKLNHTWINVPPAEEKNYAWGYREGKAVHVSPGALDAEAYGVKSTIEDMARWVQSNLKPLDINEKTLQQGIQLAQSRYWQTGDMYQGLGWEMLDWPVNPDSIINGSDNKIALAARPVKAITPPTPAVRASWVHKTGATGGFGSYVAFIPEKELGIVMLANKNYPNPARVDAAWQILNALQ
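20 mM phosphate pH 7.0 + 0.01% (detergent screen) or 0.0001% Triton X-100; 5.3 nM AmpC reagent; cpd preinc 15 min RT; nitrocefin (800 uM stock) to start; A480 q20 s × 4 min; Activity was normalised to no-enzyme and no-compound control wells.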
AmpC inh detg – qHTS Inhibitors of AmpC Beta-Lactamase (assay with detergent); P00811; AmpC hydrolysis of nitrocefin, absorbance 480 nm, 0.01% Triton; Potency, µM (top dose mostly 114 µM), for the others: at the top dose activity change, negative = inhibition, actives largely listed as inhibitors; hit rate 0.041% among 370,000;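 further: potency means the concentration at half of the fitted maximal effect; 0% = no-compound wells and -100% = no-enzyme wells; nearly all actives have a fitted effect of over 25% in size; some results filed as inactive show a strong effect at the top dose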
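AmpC (5.3 nM in the dispensed reagent) in 20 mM phosphate pH 7.0 with 0.01% (detergent screen) or 0.0001% Triton X-100 was preincubated with compounds for 15 min at room temperature. Nitrocefin was then added from an 800 uM solution, and hydrolysis was followed at 480 nm.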
HCMV inh – qHTS Assay for inhibitors of the human cytomegalovirus (HCMV); HFF cells, HCMV-luciferase reporter, 72 h; stronger effect = lower value; activity change, negative = inhibition, % at 57.5 µM; hit rate 4.5% among 410,000; in the data active means activity change below about -60%; inconclusive means no clear call, values can overlap the other calls; inactive means above about -39%
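After 16 h attachment at 37C, HFF cells received test compound and HCMV-luciferase (1 PFU/cell); reporter luminescence read 72 h later, data normalized against buffer-only and known inhibitor Salinomycin.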
Active calls of the source: *; ? = inconclusive; / = not tested or not shown; & = joins results of further samples; [ ] = remark or other dose. Unless noted, the call rests on the fitted dose curve; in most records, active means well fitted curve in the direction sought with a large enough effect; inconclusive means small, poorly fitted or top-dose-only effect, or another doubt; inactive means no such curve, though single readings can be large; an effect the other way counts as inactive or inconclusive. Unless noted, on the % scale 0 is the no-effect control and ±100 the full control effect. No enrichment for hits; any-hit rate near 7.4%.

SMILES	AMA1-RON2 inh	Sm TGR block	Tb PYK inh	LmPK inh	AmpC no deterg	AmpC inh detg	HCMV inh
Cc1cc2nc(-c3nnnn3Cc3ccccc3)c(=O)[nH]c2cc1C	5%	/	1%	/	/	/	0
CC(O)[C@H]1CNC(=S)N1CCc1cccc(F)c1 (stereo partly specified)	17%	1%	1%	0%	-14%	1%	32
CCc1nc2ccc(C(=O)NCC3CCCCC3)cn2c1N(C)Cc1nccs1	-4%	/	-2%	/	/	/	-35
CCOC(=O)c1nn(-c2cccc(C)c2)cc1C(=O)c1ccccc1	4%	-24%	-2%	4%	2%	?	22
CC(C)(C)OC(=O)[C@H](Cc1ccccc1)NC(=O)c1nc[nH]c1C(=O)NCc1ccccc1	133%[activator]	-1%	3%	2%	-2%	11%	-17
COc1ccc(C(=O)Nc2ccc(C(=O)N3CCCCC3)cc2)cc1OC	1%	6%	-7%	-4%	-1%	?	22
CCCc1[nH]n(-c2nc3ccccc3s2)c(=O)c1C=NCCCN(CC)CC	6%	14%	-18%	-12%	-6%	4%	-22
COc1ccc(CNC(=O)c2nc(S(=O)(=O)Cc3ccccc3)ncc2Cl)cc1	9%	2.5µM*	19%&-1%	-10%	10%	?	-95*
O=C(COc1ccc(Cl)cc1Cl)N(Cc1ccco1)C1CCS(=O)(=O)C1 (stereo unspecified)	0%	?	-11%	-1%	49%	?	-7
COc1ccc(-c2nnc(SCC(=O)NCCc3ccc(S(N)(=O)=O)cc3)o2)cc1OC	-10%	10%	5%	6%	-15%	4%	-5
CS(=O)(=O)C1=NSC2=NC(=O)/C(=C\c3cccn3-c3ccc(Cl)cc3)C(=N)N21	13%	-24%	-3%	-2%	?	-3%	-13
COCCN(CC(=O)NCc1ccccc1)C(=O)CCC(=O)Nc1nccs1	4%	6%	-5%	-3%	-6%	-11%	82
CC[C@]12c3[nH]c4cc(-c5ccco5)ccc4c3CCN1C(=O)[C@@H](CC(=O)NCCN1CCOCC1)C[C@@H]2C(=O)N1CCN(C(=O)c2ccco2)CC1	-8%	/	1%	/	188%[activator]	/	18
Cc1c(C(N)=O)sc2nc(-c3ccccc3)cn12	-1%	5%	-1%	3%	-16%	-5%	27
COc1ccc(-c2ccc(/C=C3/C(=N)N4C=CSC4=NC3=O)o2)c([N+](=O)[O-])c1	47%[activator]	-4%	-1%	3%	-23%	-12%	13
CCN1CCN(c2ccc(S(=O)(=O)N3CCCCC3)cc2NC(=O)c2ccc([N+](=O)[O-])s2)CC1	-3%	-7%	-7%	/	50%	-10%	-26
Cc1ccc(S(=O)(=O)N2[C@@H](c3ccc(C(C)(C)C)cc3)C(C(=O)O)=CC[C@H]2c2cccc(Cl)c2)cc1	6%	/	2%	/	8%	/	-8
N#Cc1c(C(F)(F)F)cc(-c2cccs2)nc1SCC(=O)O	4%	-1%	-4%	4%	-18%	-4%	-32
COc1ccc(OCc2ccc(-c3nc(C#N)c(N4CCN(c5ccccc5)CC4)o3)o2)cc1	/	5%	0%	/	/	22%	2
CC(=O)Nc1ccc(NC(=O)CN(c2ccc(F)cc2)S(=O)(=O)c2ccc3c(c2)OCCO3)cc1	5%	-13%	-11%	1%	-16%	-2%	9

Among those listed so far, two have a cyano group:
SMILES	AMA1-RON2 inh	Sm TGR block	Tb PYK inh	LmPK inh	AmpC no deterg	AmpC inh detg	HCMV inh
N#Cc1c(C(F)(F)F)cc(-c2cccs2)nc1SCC(=O)O	4%	-1%	-4%	4%	-18%	-4%	-32
COc1ccc(OCc2ccc(-c3nc(C#N)c(N4CCN(c5ccccc5)CC4)o3)o2)cc1	/	5%	0%	/	/	22%	2

More compounds
SMILES	AMA1-RON2 inh	Sm TGR block	Tb PYK inh	LmPK inh	AmpC no deterg	AmpC inh detg	HCMV inh
O=C(COC(=O)COc1ccccc1)NC1CCCC1	13%	3%	7%	/	-1%	?	?
CC(Cc1ccccc1)[n+]1cc(/N=C(\[O-])Nc2ccccc2)on1 (stereo unspecified)	-19%	10%	1%	5%	-19%	1%	35
COc1ccc(N2C(=O)CC(N3CCN(c4ccc(S(C)(=O)=O)cc4)CC3)C2=O)cc1 (stereo unspecified)	-2%	18µM*	-5%	4%	-9%	?	6
COc1cc(OC)c(S(=O)(=O)Nc2ccccc2C(=O)O)cc1S(=O)(=O)Nc1ccccc1C(=O)O	-3%	-23%	-6%	0%	-9%	-22%	16
CC(C)CCOc1ccc(C(=O)C[N+]2(C)CCOCC2)cc1	-2%	-21%	-13%	1%	-8%	-1%	-4
CCOC(=O)c1csc(NC(=O)c2ccc(OC)c(OC)c2)n1	-1%	-24%	-6%	4%	-15%	?	39
Cc1ccccc1NC(=O)c1cccc(S(=O)(=O)Nc2cccc(C(=O)O)c2)c1	6%	-12%	-10%	-2%	-17%	?	65
O=C(NCc1ccco1)c1cc2nc(-c3cccs3)cc(C(F)(F)F)n2n1	2%	0%	-5%	3%	1%	-16%	-10
CC(=O)Nc1ccc(S(=O)(=O)N(C)CC(=O)OCC(=O)N2CCN(C(=O)c3ccco3)CC2)cc1	-19%	50µM*	-5%	/	-11%	-9%	-10
CCOC(=O)c1c(-c2ccc(C)o2)csc1NC(=O)CSc1nnc(C)s1	-8%	?	-3%	1%	22%	-17%	-10
COc1cccc(NC(=O)Cn2c(CCC(=O)O)ccc2-c2ccccc2)c1	0%	-33%	4%	-1%	-37%	-4%	-28
O=c1c(/C=N/O)coc2ccc(Cl)cc12	13%	2%	-4%	29%	-31%	3%	137
CC1(Br)C(Sc2ccccc2[N+](=O)[O-])=Nc2ccccc21 (stereo unspecified)	?	/	-15%	/	/	/	-12
Cn1ccc2c(N3CCCC3)cc3c(c21)C1CCC3O1 (stereo unspecified)	?	/	-9%	/	/	/	1
Brc1ccc(CNCCCSc2ncccn2)cc1	-3%	3%	-2%	2%	-27%	-1%	4
O=C(N1CCOCC1)N(Cc1cccs1)C1CCCC1	4%	2%	-1%	5%	-22%	?	-27
COc1ccc(-c2[nH]ncc2CN(C)Cc2cc(C)[nH]n2)c(F)c1	78%[activator]	-1%	-1%	-5%	-5%	-1%	-35
COc1ccc(/C=C2\C(=O)NCC(=O)N2Cc2ccccc2)cc1	-9%	-16%	-6%	1%	-12%	-3%	107
O=C(CN1C(=O)c2ccc([N+](=O)[O-])cc2C1=O)NCc1ccco1	7%	?	13%	1%	-3%[2.29 µM]	0%	23
CCOC(=O)c1sc2nc(CSc3ccccc3)[nH]c(=O)c2c1C	1%	-7%	-5%	4%	-42%	5%	-36
C=CCn1cn[nH]c1=S	7%	3%	2%	-1%	-12%[2.29 µM]	-12%	-25
O=C1NCCN(Cc2ccoc2)C1CC(=O)N(Cc1ccccc1)CC1CCC1 (stereo unspecified)	8%	10µM*	-7%	6%	56%	4%	-27
COc1cccc(C(=O)Oc2ccccc2/C=C\C(=O)c2cc3ccccc3o2)c1	-3%	-5%	0%	-5%	-58%	16%	66
OCc1ccccc1-c1ccc2nccn2c1	44%[activator]	/	5%	/	/	/	0
CSc1ccc(CN(C)CC(=O)NCc2ccccc2)cc1	6%	6%	-1%	2%	37%	4%	-63*
O=C(CN1CCN(c2ccccc2F)CC1)NC(=O)NCc1ccccc1	12%	-5%	3%	0%	-14%	-2%	-19
COc1ccccc1-c1cc(C(F)(F)F)nc(S(=O)(=O)CCCC(=O)N2CCOCC2)n1	12%	32µM*	0%	3%	65%[activator]	?	-104*
CC1(C)CC(=O)C=C(Nc2cccc(C(F)(F)F)c2)C1	9%	/	2%	/	/	/	45
O=C(NCc1cccs1)c1ccccc1F	2%	-22%	8%	-3%	-4%	-1%	-7
CC(C)(C)c1nc(SCC(=O)NCc2cccs2)c2ccccc2n1	2%	4%	-6%	5%	0%	-10%	-13

Next section; it opens with the 2 that closed the last part.
SMILES	AMA1-RON2 inh	Sm TGR block	Tb PYK inh	LmPK inh	AmpC no deterg	AmpC inh detg	HCMV inh
O=C(NCc1cccs1)c1ccccc1F	2%	-22%	8%	-3%	-4%	-1%	-7
CC(C)(C)c1nc(SCC(=O)NCc2cccs2)c2ccccc2n1	2%	4%	-6%	5%	0%	-10%	-13
C[N+](C)(C)CC#CCN1CCCC1=O	7%	/	-11%	/	/	/	-30
Cc1ccc(/C=N\NC(=O)c2cc(OCC(F)(F)F)ccc2OCC(F)(F)F)cc1	-4%	6%	6%	-2%	-15%	3%	-13
O=C(CSc1cc(Cl)ccc1Cl)NCCN1C(=O)CSC1=O	-3%	/	8%	/	-17%	/	11
Fc1ccc(CCNC(=S)Nc2ccc(F)cc2)cc1	6%	-24%	5%	6%	-14%	10%	?
Cc1c(Cl)ccc(S(=O)(=O)N2CCN(C)CC2)c1Cl	0%	/	-5%	/	/	/	46
COC(C(=O)N/N=C(\C)c1ccc(C(C)(C)C)cc1)c1ccccc1 (stereo unspecified)	-2%	-18%	-6%	10%	37%	?	81
C[C@H]1CN(C2CCCCC2)C(=O)[C@@H]1CC(=O)Nc1ccc(Br)cc1	1%	/	-3%	/	/	/	-32
NC(=O)CSc1nnnn1-c1ccc(OC(F)(F)F)cc1	5%	9%	-2%	4%	-10%	1%	6
CC(C)(C)c1ccc(-c2nc(NC(=O)CSc3ncnc4sc5c(c34)CCCC5)ns2)cc1	/	0%	-1%	/	/	28%	7
Cn1[nH]c(-c2ccccc2)c(/C=N/O)c1=O	56%[activator]	1%	-2%	2%	0%	-3%	-23
COc1ccc(NC(=O)c2ccccc2)cc1	3%	-1%	-8%	/	1%	3%	-18
CC(=O)c1ccc(N2CCN(C(=O)/C=C/c3cccs3)CC2)cc1	3%	-8%	-4%	8%	-8%	4%	-23
CCN(CC)CCn1c(=S)[nH]c2cc(C(=O)NCc3ccccc3)ccc2c1=O	7%	/	-5%	/	/	/	13
COc1ccc(CNS(=O)(=O)c2ccc(C3CNC(=O)C3)cc2)cc1 (stereo unspecified)	-7%	-9%	-2%	1%	-15%	?	35
COc1cccc(-c2cnc(C(O)c3cccc(C)c3C)[nH]2)c1 (stereo unspecified)	0%	/	0%	/	/	/	41
CCN(Cc1ccccc1)C(=O)CN1C(=O)NC2(CC(C)CC(C)(C)C2)C1=O (stereo unspecified)	16%	-16%	-1%	-1%	76%[activator]	5%	?
